# From PubChem BioAssay
# RPL19A-GFP yeast: modulators of TOR pathway RPL19A-GFP in S. cerevisiae; S. cerevisiae RPL19A-GFP strain, flow cytometry, 3 h; active compounds read low; percent response vs DMSO, % at 10 µM; 0.3% of 330,000 active; AID 2025;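 active = percent response vs DMSO below 50%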;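 also: median channel GFP fluorescence of the barcoded RPL19A-GFP strain; ratio of sample median GFP to plate DMSO average so 100% = DMSO; lower means less RPL19A-GFP as with rapamycin TOR inhibition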
# procasp7 counter: counter-screen for procaspase-3 activators: activators of human procaspase-7; P55210; 0.093% of 330,000 active; recombinant procaspase-7, Ac-DEVD-pNA absorbance 405 nm; D23A/D198A/D206A triple mutant, cannot self-cleave; scale: DMSO 0, 5 µM enzyme 100; activation, % at 8.5 µM;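 active = percent activation above the screen-wide mean plus 3 SD, cut at about 25% in these data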
# Target sequence (P55210 whole entry D23A/D198A/D206A): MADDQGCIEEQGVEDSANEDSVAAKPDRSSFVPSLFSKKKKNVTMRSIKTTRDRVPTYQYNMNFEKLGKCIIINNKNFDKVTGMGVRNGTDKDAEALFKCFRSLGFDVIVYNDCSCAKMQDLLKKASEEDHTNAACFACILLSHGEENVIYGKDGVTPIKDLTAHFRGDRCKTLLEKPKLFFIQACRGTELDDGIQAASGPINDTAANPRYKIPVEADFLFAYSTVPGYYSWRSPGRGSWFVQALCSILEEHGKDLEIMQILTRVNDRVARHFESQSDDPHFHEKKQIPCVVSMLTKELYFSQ
#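 Replicates: singlicate. Assay system: Procaspase-7 triple mutant (PC-7 D3A). Signal: 405 nm absorbance of p-nitroaniline. Times: 1 h preincubation, 2 h reaction. Buffer or medium: Zinc-free HEPES pH 7.4 with 300 mM NaCl, 0.01% Triton X-100. Also added: DEVD-pNA substrate. Benchmarks: DMSO wells as 0%, DMSO with 5 µM added PC-7 as 100%.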
# AHR act: activators of human aryl hydrocarbon receptor; 2.5% of 320,000 active; activation, % at 5 µM; AHR-responsive luciferase reporter cells, luminescence; AID 2796; in the data active = activation above about 47%;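 also: 0% = vehicle wells and 100% = reference agonist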
# procasp3 activ: activates human procaspase-3 | 0.11% of 330,000 active | P42574 | activation, % at 8.5 µM | AID 463141 | recombinant procaspase-3 D3A, Ac-DEVD-pNA absorbance 405 nm;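 active = activation above the mean of all tested compounds plus 3 SD, cut at about 21% in these data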;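 also: 0% = DMSO alone and 100% = DMSO wells spiked with extra 5 µM PC-3 D3A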
# Target sequence (P42574 whole entry D9A/D28A/D175A): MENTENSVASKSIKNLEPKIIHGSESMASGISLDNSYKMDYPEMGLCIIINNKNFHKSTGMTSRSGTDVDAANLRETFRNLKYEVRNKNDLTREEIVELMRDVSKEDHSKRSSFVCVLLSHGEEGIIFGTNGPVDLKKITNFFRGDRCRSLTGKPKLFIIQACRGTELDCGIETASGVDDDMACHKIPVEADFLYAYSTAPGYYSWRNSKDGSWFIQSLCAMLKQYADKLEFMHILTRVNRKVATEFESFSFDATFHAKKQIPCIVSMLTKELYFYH
#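 Technique: 405 nm absorbance of p-nitroaniline, reads at 0 and 120 min; Test system: Procaspase-3 D3A mutant; Incubation: 1 h enzyme-compound preincubation, then 2 h substrate reaction, 25 °C; Repeats: singlicate, each compound tested once; Benchmarks: low control DMSO wells, high control DMSO plus 5 µM PC-3 D3A.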
# LAP4 TOR yeast: yeast TOR pathway LAP4-GFP modulation; S. cerevisiae LAP4-GFP multiplex, flow cytometry GFP, 3 h; median GFP as percent of DMSO wells; GFP response vs DMSO, % at 10 µM; 0.34% of 320,000 active; AID 2023;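 active = GFP response vs DMSO above a set limit, about the screen mean plus 3 SD, cut at about 150% in these data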
# MEP2-GFP yeast: yeast TOR pathway MEP2-GFP modulation. S. cerevisiae MEP2-GFP strain, flow cytometry GFP, 3 h; 100% = DMSO control level. GFP response vs DMSO, % at 10 µM. 0.51% of 330,000 active. AID 2016;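 active = GFP response versus DMSO above a set limit, roughly screen mean plus 3 SD, cut at about 180% in these data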;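 also: median GFP fluorescence of the barcode-gated MEP2-GFP cells per well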
# AGP1 TOR yeast: modulators of TOR pathway AGP1-GFP in S. cerevisiae. S. cerevisiae AGP1-GFP multiplex flow cytometry, 3 h; GFP as percent of DMSO wells. GFP response vs DMSO, % at 10 µM. AID 2066. 0.02% of 320,000 active;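 active = GFP response relative to DMSO above a set limit, near screen average plus 3 SD, cut at about 150% in these data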;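 also: median GFP channel fluorescence of the gated AGP1 strain per well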
# CIT2 TOR yeast: modulators of TOR pathway CIT2-GFP in S. cerevisiae; S. cerevisiae CIT2-GFP strain, flow cytometry, 3 h; 100 means same as DMSO wells; GFP response vs DMSO, % at 10 µM; 0.065% of 320,000 active;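 active = GFP response relative to DMSO above a set limit, near the screen mean plus 3 SD, cut at about 150% in these data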;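 also: ratio of well median GFP fluorescence to mean of DMSO wells on the plate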
# An asterisk follows results filed as active; · = no result given. Hits appear at their usual frequency. Share with any hit: about 3.5%.
item	structure	RPL19A-GFP yeast	procasp7 counter	AHR act	procasp3 activ
1	COc1ccc(-n2c(SCC(=O)NCc3cccs3)nnc2-c2ccoc2C)cc1	95	-1	-2	4
2	CCN(CC)C(=O)CSc1nc2c(sc(=S)n2-c2ccccc2)c(=O)n1-c1ccc(OC)c(OC)c1	102	-8	0	-5
3	CC(=O)Nc1nonc1-c1nc2ccccc2n1CC1CC1	96	-4	5	6
4	CCn1c(SCC(=O)c2ccccc2)nnc1-c1cccnc1	102	-1	14	5
5	O=C(NC(Cc1ccc(O)cc1)C(=O)O)c1ccc2c(c1)OCO2 (stereo unspecified)	96	8	0	5
6	CCCCn1nc(NS(=O)(=O)c2cccc3nonc23)c2cc3cccc(C)c3nc21	101	-7	4	1
7	COc1ccc(COC(=O)c2ccc(S(=O)(=O)N3CCC(C)CC3)cc2)cc1	108	·	·	·
8	CC1(C)CC(=O)/C(=C(\O)Cc2ccccc2)C(=NCCCCCC(=O)O)C1	95	3	0	-1
9	O=C(CSCc1ccccc1Br)N/N=C/c1ccc2c(c1)OCO2	101	0	26	15
10	Cn1c(=NC(=O)CSCC(=O)N2CCOCC2)sc2ccccc21	101	3	-1	-3
11	COC(=O)c1c(NC(=O)c2ccco2)sc(C)c1C	98	-14	7	-7
12	N#C/C(=N\Nc1ccc(S(=O)(=O)N2CCOCC2)cc1)C(N)=S	92	-36	0	-15

item	LAP4 TOR yeast	MEP2-GFP yeast	AGP1 TOR yeast	CIT2 TOR yeast
1	94	94	98	97
2	85	106	91	96
3	89	94	87	88
4	98	100	103	101
5	102	98	100	92
6	104	99	102	101
7	86	100	91	90
8	100	100	100	99
9	90	104	96	97
10	105	98	105	103
11	98	92	94	91
12	100	98	97	95

# Continued.
item	structure	RPL19A-GFP yeast	procasp7 counter	AHR act	procasp3 activ
13	CC(=O)NC(NC(C)=O)c1cccc(OCc2ccccc2)c1	106	-1	5	6
14	CCOC(=O)Nc1c(C(=O)OC)[nH]c2cccc(OC)c12	96	6	3	4
15	COc1cc(C)c(/C=C/C(C)=C/C=C/C(C)=C/C(=O)O)c(C)c1C	99	-4	-3	-7
16	Nc1ccnc(=O)[nH]1	101	2	-2	2
17	O=C1CCC(C(=O)N(Cc2cccs2)C2(C(=O)NC3CCCCC3)CCCCC2)N1 (stereo unspecified)	102	0	-1	-4
18	CC12CN3CC(C)(CN(C1)C3c1ccc3c(c1)OCO3)C2O (stereo unspecified)	104	-1	2	-1
19	COc1ccccc1OCC(=O)Nc1ccccn1	106	1	3	4
20	Cc1nc(NC(=O)c2ccccc2O)sc1C	107	11	12	3
21	CC(=O)Nc1ccc(C(=O)N(C)c2ccccc2)cc1	102	5	1	0
22	Cc1ccc(OCC(=O)n2nc(C)cc2C)c(Br)c1	101	4	3	5
23	CCOC(=O)c1[nH]c2c(c1C)C(=O)CC(c1ccc(F)cc1)C2 (stereo unspecified)	96	5	18	5
24	O=[N+]([O-])c1ccc(-c2c(-c3ccccc3)ncc3cc(F)ccc23)cc1	101	11	19	-1

item	LAP4 TOR yeast	MEP2-GFP yeast	AGP1 TOR yeast	CIT2 TOR yeast
13	92	102	101	103
14	99	102	96	97
15	102	97	87	83
16	102	105	87	86
17	92	96	103	101
18	113	105	110	108
19	98	106	106	112
20	106	106	89	92
21	101	107	·	103
22	111	106	104	98
23	94	92	98	95
24	100	91	104	104

# Carrying on.
item	structure	RPL19A-GFP yeast	procasp7 counter	AHR act	procasp3 activ
25	CCCn1c(SCC(=O)c2ccc3c(c2)OCCO3)nnc1-c1ccco1	101	0	16	2
26	O=C(CCNC(=O)c1ccccc1Cl)NN=Cc1ccco1	99	-9	0	6
27	CC(C)n1c(O)c(N=NC(=O)Cc2csc(N3CCOCC3)n2)c2ccccc21	106	-2	23	5
28	COC(=O)CSc1ncc(OC)c(OC)n1	105	-1	-1	-3
29	COC(=O)C1=C(C(=O)c2ccc(C)cc2)C(c2ccc(O)c(OC)c2)n2nnnc2N1 (stereo unspecified)	96	-4	-1	-3
30	O=S(=O)(NCC(c1cccnc1)N1CCOCC1)c1ccccc1 (stereo unspecified)	106	1	2	4
31	CCN1C(=O)CC2(C[N+]3(C)CCC2CC3)C1=O (stereo unspecified)	104	-2	-2	-1
32	Clc1cncc(Cl)c1N/N=C/c1ccncc1	97	8	5	3
33	COc1ccc(CCN2CC(C(=O)NCCc3ccccc3)CC2=O)cc1OC (stereo unspecified)	100	10	1	3
34	O=[N+]([O-])c1ccc(-c2cc(-c3ccc(Cl)cc3)n[nH]2)cc1	103	-9	-12	-11
35	COc1ccc(-c2noc(CCCC(=O)Nc3cccnc3)n2)cc1OC	105	6	-2	6
36	O=C(CC1NCCc2ccccc21)Nc1ccc(Cl)cc1 (stereo unspecified)	110	7	75*	11

item	LAP4 TOR yeast	MEP2-GFP yeast	AGP1 TOR yeast	CIT2 TOR yeast
25	99	98	102	92
26	95	107	99	110
27	101	98	93	88
28	117	117	109	99
29	93	98	95	93
30	88	102	97	104
31	99	107	107	99
32	95	95	98	96
33	103	96	107	98
34	108	104	100	97
35	112	107	109	98
36	116	96	103	99

# (cont.)
item	structure	RPL19A-GFP yeast	procasp7 counter	AHR act	procasp3 activ
37	Cc1cc(C)c(C(=O)COC(=O)c2cc([N+](=O)[O-])ccc2N2CCOCC2)cc1C	96	8	0	11
38	Cc1nnc(SCC(=O)Nc2ncc(Cc3ccc(F)cc3)s2)n1N	101	1	9	0
39	Nn1c(Cc2ccccc2)nc2cc(Cl)ccc2c1=O	105	4	0	3
40	NC(=O)c1nsnc1-c1ccccc1O	98	-5	0	-6
41	Cc1ccccc1OCC(=O)NN1Cc2ccccc2C1=N	99	-13	4	-11
42	O=C(O)CC(CNS(=O)(=O)c1ccccc1)c1ccccc1 (stereo unspecified)	98	9	11	0
43	Cc1cc(N2CCN(C)CC2)nc2ccc(NC(=O)CCC(=O)NCc3ccco3)cc12	100	-4	7	-9
44	O=C(OCc1c(Cl)cccc1Cl)c1cnccn1	94	6	-2	-3
45	ClCCN1C2=NCCCN2c2ccccc21	85	2	-1	3
46	Cc1c(C)n(Cc2ccccc2)c2ccc(C(=O)NCCN3CCOCC3)cc12	100	4	9	-4
47	CC1(C)CC(C)(O)P(=O)(c2ccccc2)O1 (stereo unspecified)	95	-13	1	1
48	COc1ccc2cc1Oc1ccc(cc1)CC1c3c(cc(OC)c4c3Oc3cc5c(cc3O4)CCNC5C2)CCN1C (stereo unspecified)	101	1	1	7

item	LAP4 TOR yeast	MEP2-GFP yeast	AGP1 TOR yeast	CIT2 TOR yeast
37	109	96	107	93
38	95	97	102	102
39	98	110	101	108
40	103	99	107	103
41	96	98	101	103
42	108	111	100	94
43	94	103	105	109
44	90	106	95	97
45	94	87	92	87
46	86	107	100	106
47	99	102	98	96
48	107	108	99	108

# Next section.
item	structure	RPL19A-GFP yeast	procasp7 counter	AHR act	procasp3 activ
49	C=CCn1cc(C(=O)N2CCN(c3ccccc3)CC2)c(=O)c2cc(S(=O)(=O)N3CCCC3)ccc21	98	-2	2	7
50	O=C(NCc1ccco1)c1ccc(CS(=O)Cc2ccc(Cl)cc2)o1 (stereo unspecified)	101	-3	2	8
51	CSc1cc(N2CCOCC2)nc(-c2ccccc2Cl)n1	104	3	7	1
52	Cc1ccccc1NC(=O)NCC1CCN(C(=O)OC(C)(C)C)CC1	108	2	-2	9
53	Cc1nn(-c2ccccc2)c(-c2ccccc2[N+](=O)[O-])c1C(=O)O	101	1	4	-8
54	COC(=O)c1cc(NS(=O)(=O)c2ccc(NC(C)=O)cc2)cc(C(=O)OC)c1	93	3	1	0
55	CC1CCN(c2ccccc2NC(=O)c2cc([N+](=O)[O-])ccc2N2CCOCC2)CC1	102	2	37	2
56	CC(C)OC(=O)CSc1ncnc2c1cnn2Cc1ccccc1	101	1	0	129*
57	COc1ccc(NC(=O)c2cc(-c3cc(OC)c(OC)c(OC)c3)nc3ccccc23)cc1OC	94	-14	9	-7
58	COc1cccc(CNC(=O)CSC(=S)N2CCCC2)c1	90	11	-1	-2
59	O=C(Nc1cccc(Cl)c1)OCc1cn(-c2ccccc2)nn1	100	-6	5	5
60	FC(F)(F)c1cccc(CN2CCCCCC2)c1	94	-8	0	-8
61	O=C(Cn1c2c(sc1=O)C1c3ccccc3OCC1CS2)Nc1ccc(Cl)cc1 (stereo unspecified)	99	-18	15	-1
62	Clc1ccc(OCCn2cnc(Cl)c2Cl)cc1	92	6	46	-1
63	Cc1ccc(C)c(-n2cc(CNC(C)Cn3cncn3)c(-c3ccccc3)n2)c1 (stereo unspecified)	97	4	10	-1

item	LAP4 TOR yeast	MEP2-GFP yeast	AGP1 TOR yeast	CIT2 TOR yeast
49	103	103	102	103
50	113	107	104	104
51	120	109	102	92
52	120	125	125	118
53	101	107	92	93
54	·	92	96	84
55	78	93	97	96
56	103	101	102	100
57	95	95	87	87
58	101	91	88	84
59	106	104	99	97
60	93	95	99	92
61	91	98	94	98
62	116	94	93	81
63	96	100	100	96

# Among those listed so far, 13 have an aryl methoxy group:
item	structure	RPL19A-GFP yeast	procasp7 counter	AHR act	procasp3 activ
1	COc1ccc(-n2c(SCC(=O)NCc3cccs3)nnc2-c2ccoc2C)cc1	95	-1	-2	4
2	CCN(CC)C(=O)CSc1nc2c(sc(=S)n2-c2ccccc2)c(=O)n1-c1ccc(OC)c(OC)c1	102	-8	0	-5
7	COc1ccc(COC(=O)c2ccc(S(=O)(=O)N3CCC(C)CC3)cc2)cc1	108	·	·	·
14	CCOC(=O)Nc1c(C(=O)OC)[nH]c2cccc(OC)c12	96	6	3	4
15	COc1cc(C)c(/C=C/C(C)=C/C=C/C(C)=C/C(=O)O)c(C)c1C	99	-4	-3	-7
19	COc1ccccc1OCC(=O)Nc1ccccn1	106	1	3	4
28	COC(=O)CSc1ncc(OC)c(OC)n1	105	-1	-1	-3
29	COC(=O)C1=C(C(=O)c2ccc(C)cc2)C(c2ccc(O)c(OC)c2)n2nnnc2N1 (stereo unspecified)	96	-4	-1	-3
33	COc1ccc(CCN2CC(C(=O)NCCc3ccccc3)CC2=O)cc1OC (stereo unspecified)	100	10	1	3
35	COc1ccc(-c2noc(CCCC(=O)Nc3cccnc3)n2)cc1OC	105	6	-2	6
48	COc1ccc2cc1Oc1ccc(cc1)CC1c3c(cc(OC)c4c3Oc3cc5c(cc3O4)CCNC5C2)CCN1C (stereo unspecified)	101	1	1	7
57	COc1ccc(NC(=O)c2cc(-c3cc(OC)c(OC)c(OC)c3)nc3ccccc23)cc1OC	94	-14	9	-7
58	COc1cccc(CNC(=O)CSC(=S)N2CCCC2)c1	90	11	-1	-2

item	LAP4 TOR yeast	MEP2-GFP yeast	AGP1 TOR yeast	CIT2 TOR yeast
1	94	94	98	97
2	85	106	91	96
7	86	100	91	90
14	99	102	96	97
15	102	97	87	83
19	98	106	106	112
28	117	117	109	99
29	93	98	95	93
33	103	96	107	98
35	112	107	109	98
48	107	108	99	108
57	95	95	87	87
58	101	91	88	84
